# Bioassay records deposited in PubChem by National Center for Advancing Translational Sciences (NCATS).
# KB-V1 cytotox: kills drug-selected multidrug resistant KB-V1 cells; Potency, µM (doses to about 46.1 µM), without a hit: at the top dose activity change, negative = cytotoxicity, most hits filed as cytotoxic; 400,000 compounds, 3.4% hits; KB-V1 MDR cells viability, CellTiter-Glo, 72 h; AID 1347076; further: potency means the concentration at half of the fitted maximal effect; on the % scale 0 is the no-effect control and ±100 the full control effect; nearly all actives have a fitted effect of over 60% in size
#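 Compound-treated KB-V1 multidrug-resistant cells, 72 h, 37 degrees C; viability by CellTiter-Glo. Fitted qHTS curves give the values.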
# HT1080NT lethal: kills 2HG-producing HT-1080-NT fibrosarcoma cells; HT-1080-NT fibrosarcoma viability, CellTiter-Glo ATP luminescence, 48 h; Potency, µM (doses to about 46.1 µM), inactives show top-dose activity, negative = less viability, usual class: cytotoxic; 360,000 compounds, 1.6% hits; AID 686970;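 further: NT is the 2HG producing partner of a matched IDH1 knockdown line; potency means the concentration at half of the fitted maximal effect; 0% = DMSO-treated cells and -100% = media-only wells without cells; nearly all actives have a fitted effect of over 55% in size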
#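 Viability of the 2HG-overproducing fibrosarcoma line after 48 hours of compound exposure at 37 degrees C was determined by luminescence with CellTiter-Glo, and concentration-effect curves were then fitted and categorized.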
# IL-1B inflam inh: blocks inflammasome-driven IL-1 beta release; activity change, % at 57.5 µM; THP-1 LPS/ATP IL-1B secretion, AlphaLISA, 16 h; active compounds read low; 360,000 compounds, 4.7% hits; in the data active means activity change below about -50%; inconclusive means mostly about -30% to -49%; further: on the % scale 0 is the no-effect control and ±100 the full control effect
#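 THP-1 cells pretreated 1 hr with compounds (up to 57.5 uM final), then stimulated with LPS (250 ng/mL final) plus ATP (1.25 mM final); secreted IL-1B measured by AlphaLISA after 16 hr, decreased signal indicating inhibition.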
# DRD3 agonist: activates the human D3 dopamine receptor. D3R DiscoveRx beta-arrestin cells, luminescence, 90 min. max activation, %. AID 652048. P35462. 410,000 compounds, 0.58% hits; in the data active means max activation above about 30%; further: 0% is about no effect; mostly tested at two doses, the higher about 12 µM
# Target sequence (P35462 whole entry, looked up): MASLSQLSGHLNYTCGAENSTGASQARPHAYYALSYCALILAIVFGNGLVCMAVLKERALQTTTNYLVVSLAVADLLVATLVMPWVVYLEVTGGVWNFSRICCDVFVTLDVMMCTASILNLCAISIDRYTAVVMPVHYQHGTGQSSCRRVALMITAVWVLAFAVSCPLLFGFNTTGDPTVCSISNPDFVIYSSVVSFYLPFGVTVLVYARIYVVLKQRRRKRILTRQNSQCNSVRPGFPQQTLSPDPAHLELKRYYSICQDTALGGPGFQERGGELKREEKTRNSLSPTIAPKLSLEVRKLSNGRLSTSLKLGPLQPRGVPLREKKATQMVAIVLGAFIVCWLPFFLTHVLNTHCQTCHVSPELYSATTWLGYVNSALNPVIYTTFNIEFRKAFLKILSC
#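 Agonist mode: compounds and dopamine controls were applied to plated cells for 90 min at 37 degrees C after an overnight attachment at 1500 cells/well. Luminescent read-out followed 30 - 60 minutes at room temperature with DiscoveRx detection reagent.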
# SW480 rereplic: inducers of DNA re-replication in SW480 colon cancer cells | SW480 DNA re-replication, Hoechst DNA content imaging, 48 h | Potency, µM (top dose mostly 46.1 µM), without a hit: at the top dose re-replication activation, hits mostly activators | 340,000 compounds, 1.8% hits | AID 624297; further: potency means the concentration at half of the fitted maximal effect; % of control where 0% means no effect; nearly all actives have a fitted effect of over 55% in size
#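 First, 250 cells per well were seeded. Next, compound or vehicle (23 nL) was pinned in, plates sat 48 hr at 37 C. Finally Hoechst was added for 40 min before fluorescence scanning.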
# MCF10A rereplic: DNA re-replication induction in MCF 10a cells; 350,000 compounds, 2.9% hits; MCF 10A DNA re-replication, Hoechst nuclear intensity, 48 h; Potency, µM (highest dose often 46.1 µM), without a hit: at the highest dose activity, positive = re-replication, actives largely listed as activators; AID 624296; further: potency means the concentration at half of the fitted maximal effect; % of control where 0% means no effect; nearly all actives have a fitted effect of over 50% in size
# HEK293 tox: cytotoxicity in counter-screen for GLP-1R inverse agonists | HEK293 cAMP-luciferase reporter cells, luminescence, 24 h | Potency, µM (top dose mostly 38.3 µM), inactives show at the top dose activity change, negative = inhibition, actives largely listed as inhibitors | 410,000 compounds, 0.13% hits | AID 624418;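 further: loss of luciferase light is scored as toxicity; potency means the concentration at half of the fitted maximal effect; on the % scale 0 is the no-effect control and ±100 the full control effect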
#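 Here, cytotoxicity is scored as loss of luminescence. The MLSMR collection was tested on cells seeded in medium containing 10% Nu serum, with a 24 hr compound exposure preceded by 12 hours of culture.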
# HT1080 IDH1KD tx: kills HT-1080 cells with IDH1 knockdown; Potency, µM (highest dose often 46.1 µM), for the others: top-dose activity, negative = toxicity, actives largely listed as cytotoxic; HT-1080 IDH1 knockdown viability, ATP luminescence, 48 h; AID 686971; 360,000 compounds, 2% hits;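 further: potency means the concentration at half of the fitted maximal effect; 0% = DMSO wells and -100% = cell-free medium wells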
#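 Knockdown cells (IDH1KD HT-1080) received compounds 2 h after plating at 750 cells/well and were kept 48 h at 37 °C in 5% FBS RPMI. A CellTiter-Glo luminescence read gave % activity for curve fitting.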
# KB-3-1 cytotox: kills parental KB-3-1 adenocarcinoma cells; AID 1347075; KB-3-1 viability, CellTiter-Glo ATP luminescence, 72 h; Potency, µM (top dose mostly 46.1 µM), without a hit: at the top dose activity change, negative = cytotoxic, actives largely listed as cytotoxic; 400,000 compounds, 1.4% hits; further: potency means the concentration at half of the fitted maximal effect; on the % scale 0 is the no-effect control and ±100 the full control effect; nearly all actives have a fitted effect of over 60% in size
#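 Using CellTiter-Glo luminescence, growth of non-resistant KB-3-1 adenocarcinoma cells is assessed 72 h after pin-tool compound addition at 37 °C. Normalized responses across the concentration series yield fitted curves.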
# * hit, by the source's call; ? = inconclusive; . = not tested or not shown; [ ] = remark or other dose. Unless noted, the call rests on the fitted dose curve; in most records, active means well fitted curve in the direction sought with a large enough effect; inconclusive means small, poorly fitted or top-dose-only effect, or another doubt; inactive means no such curve, though single readings can be large; an effect the other way counts as inactive or inconclusive.
SMILES,KB-V1 cytotox,HT1080NT lethal,IL-1B inflam inh,DRD3 agonist,SW480 rereplic,MCF10A rereplic,HEK293 tox,HT1080 IDH1KD tx,KB-3-1 cytotox
CCC(C)N1C(=O)S/C(=C/c2ccc3c(c2)n(C)c(=O)n3C)C1=O (stereo not given),?,-24%,0,3,?,?,6%,-27%,-8%
COCCN(C(=O)C1CCCO1)c1c(N)n(CC(C)C)c(=O)[nH]c1=O (stereo not given),8%,6%,1,5,-20%,2%,0%,1%,8%
Cc1ccccc1NC(=O)c1nn(C)c2c1CS(=O)(=O)c1ccccc1-2,2%,-6%,-21,-19,26%,-5%,5%,2%,2%
COc1ccccc1NC(=O)C(=O)NCc1ccncc1,-23%,3%,4,-3,-4%,13%,-17%,-2%,12%
CCn1c(/C=C/c2ccc(O)cc2)nc2ccccc2c1=O,0%,-25%,-96*,7,-7%[9.22 µM],?,5%,-11%,?
CC(=O)N(CCC(c1ccccc1)c1ccco1)Cc1cccs1 (stereo not given),21µM*,-5%,-20,-7,-5%,14%,-5%,?,?
O=C(CSC(=S)N1CCCC1)Nc1ccc(Br)cc1Cl,-16%,-1%,0,-9,7%,21%,-8%,-7%,-2%
COc1ccc(-c2nc(N)ncc2-c2ccccc2)c(O)c1,?,-25%,-22,-9,-1%,1%,16%,-23%,-9%
CCC(C)N(C(=O)COc1ccc(Br)cc1C=O)C1CCS(=O)(=O)C1 (stereo not given),5%,1%,9,-1,-1%,12%,4%,2%,-2%
COc1ccc(NC(=O)Nc2cccc3[nH]c([C@@H]4O[C@H](CO)[C@@H](O)[C@H](O)[C@H]4O)nc23)cc1OC1CCCC1,-1%,20%,41,-3,.,.,0%,16%,11%
COc1ccc(-c2nc(NC(=O)CSc3nnc(C)s3)ns2)cc1,-16%,0%,-19,6,3%,-23%,6%,-7%,4%
CCOC(=O)N1CCN(C(=O)COC(=O)c2ccc(S(=O)(=O)N(CC)CC)cc2)CC1,24%,1%,16,9,-3%,-1%,14%,1%,31%
Cc1ccc(C(=O)COC(=O)[C@@H](NC(=O)c2ccco2)C(C)C)s1,?,0%,4,2,3%,-2%,-1%,-5%,?
O=C(CN1C(=O)c2ccccc2S1(=O)=O)Nc1ccc([N+](=O)[O-])cc1,-10%,-2%,-5,-8,1%,5%,18%,-7%,5%
COc1ccccc1CNC(=O)CN(C)CC(=O)Nc1cccc(F)c1,-18%,-1%,12,-3,-7%,5%,-35%,1%,-1%
C=CCn1c(SCc2ccc(C(=O)Nc3nccs3)cc2)nnc1-c1ccc(C)c(Cl)c1,5.2µM*,-21%,-52*,14,?,10µM*,?,?,?
CC1Cc2ccccc2N1CC(=O)c1c(N)n(Cc2ccccc2)c(=O)n(C)c1=O (stereo not given),?,-7%,-1,-3,.,5%,2%,-10%,4%
CCOCCCNC(=O)C(c1ccc(C)cc1)N(Cc1ccc2c(c1)OCO2)C(=O)CNC(C)=O (stereo not given),13%,2%,44,0,2%,-5%,64%[activator],1%,-3%
COc1cccc2sc(N(Cc3cccnc3)C(=O)COc3ccccc3)nc12,1%,.,.,-10,.,.,0%,.,11%
CC(OC(=O)CN1C(=O)C2CCCCC2C1=O)C(=O)Nc1ncc(Cl)cc1Cl (stereo not given),-15%,7%,20,-4,9%,-7%,3%,-7%,-15%

# Just SW480 rereplic, for some of the entries so far:
SMILES	SW480 rereplic
O=C(CN1C(=O)c2ccccc2S1(=O)=O)Nc1ccc([N+](=O)[O-])cc1	1%
CCOCCCNC(=O)C(c1ccc(C)cc1)N(Cc1ccc2c(c1)OCO2)C(=O)CNC(C)=O (stereo not given)	2%
CC(=O)N(CCC(c1ccccc1)c1ccco1)Cc1cccs1 (stereo not given)	-5%
C=CCn1c(SCc2ccc(C(=O)Nc3nccs3)cc2)nnc1-c1ccc(C)c(Cl)c1	?

# (list continues)
SMILES,KB-V1 cytotox,HT1080NT lethal,IL-1B inflam inh,DRD3 agonist,SW480 rereplic,MCF10A rereplic,HEK293 tox,HT1080 IDH1KD tx,KB-3-1 cytotox
COc1ccccc1NC(=O)c1ccc(Br)c(S(=O)(=O)N2CCCC2)c1,?,?,-13,-18,?,?,-5%,?,3%
O=C1N=C(N2C=CC(=C3C=CNC=C3)C=C2)/C(=C/N=NC(=O)c2ccccc2O)S1,?,-7%,0,-8,?,-32%[inhibitor],-14%,-9%,-7%
Cc1ccc(Cc2c(-c3cccc(Cl)c3)nc3ccc(Cl)cn23)cc1,0%,2%,7,8,.,.,3%,-1%,0%
Cn1nccc1-c1coc2c(C(=O)NCC3CCOCC3)cccc12,-3%,0%,65,1,.,.,-2%,13%,0%
Cn1c(=O)c2c(SCC(=O)N3CCCc4ccccc43)nc(C3CC3)nc2n(C)c1=O,-10%,4%,26,-2,-5%,5%,5%,-9%,-15%
Cc1ccc(CSc2nccc(-c3c(C)nc4ccccn34)n2)cc1,6.5µM*,2%,-12,7,?,3.7µM*,?,1%,18µM*
CCC(Cc1ccccc1)NC(=O)Cn1ncc2c3ccccc3n(Cc3ccccc3)c2c1=O (stereo not given),-1%,.,.,-8,.,.,-3%,.,-3%
CCCNC(=O)CCSc1nc(-c2ccc3c(c2)OCO3)cc(C(F)(F)F)n1,?,.,.,4,.,.,-3%,.,1%
COc1ccc(CCNC(=O)CN(CCc2ccccc2)S(C)(=O)=O)cc1,?,4%,8,0,0%,8%,10%,-4%,7%
CCOC(=O)N1CCN(Cc2ccc(F)cc2F)CC1,-16%,25%,-16,-9,1%,-4%,-3%,5%,1%
CC(CCc1ccccc1)NC(=O)[C@@H]1Cc2ccccc2CN1 (stereo not given in full),-2%,2%,-14,-14,8%,12%,2%,-8%,-7%
C=CCNCCCOc1ccc(C)cc1Br,20%,-14%,-16,-31,-1%,2%,22%,-2%,-6%
COc1ccc(/C=C/C(=O)Nc2cccc(F)c2)cc1S(=O)(=O)N1CCOCC1,-9%,-28%,?,5,-2%,?,-15%,-21%,-9%
COc1nc2c(s1)C(=O)NCCC2,15%,12%,15,1,2%,-16%,2%,11%,4%
CCOc1ccc2nc(NC(=O)C3CCN(C(=O)c4ccco4)CC3)sc2c1,?,-20%,?,-11,-6%,7%,1%,-16%,-11%
CCc1cc2c(SCC(=O)c3ccc(Cl)s3)ncnc2s1,?,0%,-8,-4,4%,8%,-7%,0%,-8%
Cc1nc2ccccc2n1CC(=O)OCC(=O)NCc1ccccc1,9%,?,9,6,2%,-2%,9%[0.307 µM],13%,-13%
COc1ccc2[nH]c(=O)c(CN(CCO)C(=O)c3ccccc3F)cc2c1,-6%,1%,10,3,-2%[9.22 µM],-5%,9%,1%,6%
CC(C)CN1CCC(=O)N([C@H](CSc2ccc(Br)cc2)Cc2ccccc2)CC1,0%,-1%,-53*,-59,10%,3%,2%,-5%,-6%
COc1cccc(-c2nnc3n(Cc4ccc(F)cc4)c(=O)c4ccccc4n23)c1,-28%,.,.,0,.,.,0%,.,5%
COc1ccc(COCC(O)CN2CCOCC2)cc1OC (stereo not given),2%,5%,25,2,1%,1%,6%,10%,14%
Cc1cc(C)c2c(N)c(C(=O)N3CCc4ccccc4C3)sc2n1,-26%,2%,-12,2,?,?,48%[activator],-4%,3%
CCOC(=O)C1(C)NC(c2ccc(OC)c(OC)c2)C2C(=O)N(CC)C(=O)C21 (stereo not given),15%,17%,18,-2,-10%,-2%,-2%,21%,4%
Cc1ccc(-n2nc(-c3ccco3)cc2C(=O)NCc2cccnc2)cc1,-28%,2%,-3,-1,?,?,-8%,-16%,0%
CN(C)CCNC(=O)c1ccc(CS(=O)(=O)c2ccc(Br)cc2)o1,-7%,-3%,-1,-11,-2%,16%,2%,-1%,-10%
CC1C(=O)N(Cc2cn(CCC3OCCCO3)nn2)CCS(=O)(=O)N1Cc1ccc(-c2cccc(N(C)C)c2)cc1 (stereo not given),-16%,0%,76,-7,.,.,1%,-3%,?
COc1ccc(CCNC(=O)C2Cc3ccccc3C(=O)O2)cc1 (stereo not given),0%,17%,35,-3,-4%,1%,13%,?,24%
COc1cc(C(=O)NCCCN2CCCC2=O)cc(OC)c1OC,11%,7%,9,-1,1%,-4%,2%,9%,-5%
CCOC(=O)Cc1csc(NC(=O)CCCc2ccccc2)n1,21%,19%,40,2,-3%,-9%,0%,6%,0%
Cc1ccc(-n2nc3c(=O)n(CC(=O)NCc4ccccn4)nc(C)c3c2C)cc1,29%,1%,-9,-5,?,-1%,1%,0%,-1%
CNC(=S)N/N=C/c1ccc(-c2ccc(Cl)c([N+](=O)[O-])c2)o1,5%,-4%,-54*,0,0%,?,3%,11%,0%
CCc1nnc(N/N=C/c2c(F)cccc2Cl)n1N,14%,?,-4,-7,16%,15%,1%,?,3%
C[C@@H]1CN([C@@H](C)CO)C(=O)c2cc(Br)cnc2O[C@@H]1CN(C)S(=O)(=O)c1ccc(F)cc1,-28%,-3%,-7,-6,.,.,-6%,-1%,-13%
NC(N)=NS(=O)(=O)c1ccc(N/C=C\C(=O)c2ccncc2)cc1,-21%,?,-19,8,9%,12%,-18%,17%,-8%
COc1ccc(/C=C/C(=O)OCC(=O)Nc2ccc(Cl)c(S(=O)(=O)N(C)C)c2)cc1OC,0%,20%,-27,-14,-11%,14%,-2%,6%,16%
Cc1nn(CCC(=O)NNC(=S)Nc2ccccc2)c(C)c1Br,-25%,?,3,-28,?,?,-23%,14%,6%
C/C(=N\Nc1ccccc1[N+](=O)[O-])c1ccccc1O,?,14%,-5,17,-1%,-3%,-1%,5%,-3%

# Random draw from the library; any-hit rate near 11%.
